Bioassay records: PubChem BioAssay, Broad Institute
TcdB GH inh – TcdB glycohydrolase inhibitors, primary screen, biochemical, single point, plate reader. TcdB glycohydrolase enzymatic assay. AID 652162, 2013. 0.24% of 350,000 active. Toxin B (Clostridioides difficile), P18177. inhibition, % at 9.99 µM; in the data active = inhibition above about 10%
* = called active by the depositor. An excerpt (hit frequency here may not be typical).

The opening two records (preview)
SMILES	TcdB GH inh
Cc1noc(C)c1NC(=O)N(C)C[C@H]1OCCCC[C@H](C)Oc2ccc(N(C)C)cc2C(=O)N([C@@H](C)CO)C[C@@H]1C	-7.2
O=C(c1ccncc1)N1CC(=O)N2[C@H](C1)[C@H](c1ccc(-c3ccccc3)cc1)[C@@H]2CO	-1.4

Main list, from the start:
SMILES	TcdB GH inh
Cc1noc(C)c1NC(=O)N(C)C[C@H]1OCCCC[C@H](C)Oc2ccc(N(C)C)cc2C(=O)N([C@@H](C)CO)C[C@@H]1C	-7.2
O=C(c1ccncc1)N1CC(=O)N2[C@H](C1)[C@H](c1ccc(-c3ccccc3)cc1)[C@@H]2CO	-1.4
Cc1ccc(S(=O)(=O)N(C)C[C@@H]2Oc3c(NS(=O)(=O)c4cccs4)cccc3C(=O)N([C@@H](C)CO)C[C@@H]2C)cc1	0.3
C[C@@H]1CN([C@@H](C)CO)C(=O)c2cc(NC(=O)Nc3ccc(C(F)(F)F)cc3)ccc2O[C@H]1CN(C)C(=O)Nc1ccc(F)cc1	-18
O=C(c1cccc(F)c1)N1CCCCN2[C@H](CO)[C@@H](c3ccc(-c4cccnc4)cc3)[C@@H]2C1	-0.6
CCCC(=O)Nc1ccc2c(c1)C(=O)N(C)[C@H]1CC[C@@H](CC(=O)NCCN3CCCCC3)O[C@@H]1CO2	-0.6
COc1cccc(S(=O)(=O)N[C@@H]2CC[C@H](CC(=O)NC3Cc4ccccc4C3)O[C@H]2CO)c1	-0.2
C[C@H](CO)N1C[C@H](C)[C@@H](CN(C)S(=O)(=O)c2ccccc2F)Oc2ncc(/C=C/c3ccccc3)cc2C1=O	2.5
C[C@@H]1CN([C@@H](C)CO)C(=O)c2cccc(NC(=O)Nc3ccc(C(F)(F)F)cc3)c2O[C@H]1CN(C)Cc1ccc(Oc2ccccc2)cc1	1.4
O=C(NCCCN1CCOCC1)[C@H]1N[C@H]2c3ccc(C4=CCCC4)c(=O)n3C[C@H]2[C@@H]1CO	-1.3
COc1ccc2c3c([nH]c2c1)[C@@H](CO)N(C(=O)Nc1cccc(F)c1)CC31CCN(CC2CC2)CC1	1.2
C[C@@H]1CN([C@@H](C)CO)C(=O)c2cc(NC(=O)c3ccccc3)ccc2O[C@@H](C)CCCCO[C@@H]1CN(C)C(=O)CCC(F)(F)F	-7.8
O=C(NCC[C@@H]1CC[C@@H](NC(=O)C2CCOCC2)[C@@H](CO)O1)c1cc(Cl)cc(Cl)c1	0.8
C[C@H]1CN([C@@H](C)CO)C(=O)c2cccc(NC(=O)C3CCOCC3)c2O[C@H]1CN(C)Cc1ccc(Cl)c(Cl)c1	0.5
COc1ccc2c3c(n(C)c2c1)[C@@H](CO)NCC31CN(CC2CC2)C1	0.9
C[C@@H]1CN([C@H](C)CO)C(=O)Cc2cc(NC(=O)C3CC3)ccc2O[C@H]1CN(C)C	-1.0
Cc1ccc(S(=O)(=O)Nc2cccc3c2O[C@@H](CN(C)C(=O)Nc2ccc(C(F)(F)F)cc2)[C@@H](C)CN([C@H](C)CO)C3=O)cc1	-3.9
C[C@H](CO)N1C[C@H](C)[C@@H](CN(C)S(=O)(=O)c2cn(C)cn2)OCCCC[C@H](C)Oc2ccc(NC(=O)CCCCCC(=O)Nc3ccccc3N)cc2C1=O	0.3
O=C(N[C@@H]1CC[C@@H](CCn2cc(C3CCCC3)nn2)O[C@H]1CO)c1cccnc1	-0.1
CCCC(=O)Nc1ccc2c(c1)OC[C@H](C)N(C(=O)C1CCCC1)C[C@@H](C)[C@@H](OC)CN(C)C2=O	0.2
C/C=C/c1cnc2c(c1)C(=O)N([C@H](C)CO)C[C@@H](C)[C@H](CN(C)C(=O)Nc1ccc(C(F)(F)F)cc1)O2	-0.5
CN1C(=O)c2cc(NC(=O)Cc3cccs3)ccc2OC[C@@H]2O[C@@H](CC(=O)NCCCN3CCOCC3)CC[C@H]21	-0.2
O=C1C[C@@](C(=O)NCCN2CCOCC2)(c2ccc([N+](=O)[O-])cc2)[C@@H](c2ccc(CO)cc2I)N1CC12CC3CC(CC(C3)C1)C2	1.3
O=C(C[C@H]1CC[C@H]2[C@@H](COC[C@H](O)CN2Cc2ccccc2)O1)N[C@H]1CCN(Cc2ccccc2)C1	-0.2
C[C@@H]1CN([C@@H](C)CO)C(=O)Cc2cc(NC(=O)Cc3ccccc3)ccc2O[C@@H]1CN(C)C(=O)Nc1ccccc1	-0.4
CC(=O)Nc1ccc2c(c1)C(=O)N(C)[C@H]1CC[C@@H](CC(=O)Nc3cn(C)nc3C)O[C@H]1CO2	-0.9
CC(C)NC(=O)N(C)C[C@H]1OCCCC[C@H](C)Oc2ccc(NC(=O)C3CCCCC3)cc2C(=O)N([C@H](C)CO)C[C@@H]1C	0.7
CCNC(=O)C[C@H]1CC[C@@H](NS(=O)(=O)c2ccc(F)cc2)[C@@H](CO)O1	0.8
CO[C@H]1CN(C)C(=O)c2cc(NC(=O)C3CCC3)ccc2OC[C@@H](C)N(CC2CCCCC2)C[C@@H]1C	-0.2
COc1cccc(CNC(=O)C[C@H]2CC[C@@H](NC(=O)C3CCOCC3)[C@H](CO)O2)c1	-0.3
C[C@@H]1CN([C@H](C)CO)C(=O)c2cccc(NS(=O)(=O)c3cn(C)cn3)c2O[C@@H]1CN(C)C(=O)Nc1ccc(C(F)(F)F)cc1	1.6
CN(C)CC(=O)N1[C@H](CO)[C@H](c2ccc(-c3ccccc3F)cc2)[C@@H]1C#N	0.0
C[C@@H]1CN([C@@H](C)CO)C(=O)c2cc(C3=CCCCC3)cnc2O[C@@H]1CN(C)C(=O)c1ccccc1	0.3
C[C@@H]1CCCCO[C@@H](CN(C)S(=O)(=O)c2ccc(Cl)cc2)[C@H](C)CN([C@@H](C)CO)C(=O)c2cc(NC(=O)NC3CCCCC3)ccc2O1	1.6
Cc1noc(C)c1S(=O)(=O)Nc1cccc2c1O[C@@H](CN(C)Cc1ccc(C(F)(F)F)cc1)[C@@H](C)CN([C@H](C)CO)C2=O	-1.5
C[C@H](CO)N1C[C@H](C)[C@@H](CN(C)CC2CC2)Oc2cc(-c3ccccc3)ccc2S1(=O)=O	-0.5
C[C@@H]1CN([C@@H](C)CO)C(=O)c2ccccc2-c2ccccc2CO[C@H]1CN(C)C(=O)Nc1ccnc(N2CCOCC2)c1	4.7
CO[C@H](CN(C)C(=O)c1cnccn1)[C@H](C)CN([C@H](C)CO)S(=O)(=O)c1ccc(F)cc1	-2.3
CCC(=O)N(C)C[C@@H]1Oc2ncc(C#C[C@H](C)O)cc2C(=O)N([C@H](C)CO)C[C@@H]1C	-1.7
C[C@@H]1CN([C@@H](C)CO)C(=O)c2cc(NC(=O)Nc3ccccc3)ccc2O[C@@H]1CN(C)C(=O)Nc1ccc(C(F)(F)F)cc1	0.2
C[C@@H]1CN([C@@H](C)CO)C(=O)c2cc(NC(=O)C3CCCCC3)ccc2O[C@@H](C)CCCCO[C@@H]1CN(C)S(=O)(=O)c1ccc(F)cc1	1.0
C[C@@H](NC(=O)[C@@H]1[C@@H](CO)[C@@H]2Cn3c(ccc(C4=CCCC4)c3=O)[C@H]1N2C(=O)C1CC1)c1ccccc1	-0.5
O=C(C[C@@H]1C[C@@H]2c3cc(NC(=O)Nc4ccc(F)cc4)ccc3O[C@@H]2[C@H](CO)O1)NCC(F)(F)F	0.3
Cc1noc(C)c1NC(=O)Nc1ccc2c(c1)CC(=O)N([C@@H](C)CO)C[C@@H](C)[C@@H](CN(C)Cc1ccc(-c3ccccc3)cc1)O2	0.7
CC(C)C#Cc1cnc2c(c1)C(=O)N([C@H](C)CO)C[C@@H](C)[C@H](CN(C)C(=O)C1CCC1)O2	0.2
COc1cccc(CNC(=O)[C@H]2[C@H](CO)[C@H]3Cn4c(cccc4=O)[C@@H]2N3C(=O)C2CCCC2)c1	0.2
C[C@H]1CCCCO[C@@H](CN(C)C(=O)C2CCCCC2)[C@@H](C)CN([C@@H](C)CO)C(=O)c2cc(NC(=O)c3ccccc3)ccc2O1	-0.2
CO[C@H]1CN(C)C(=O)c2ccc(NC(=O)C3CC3)cc2OC[C@H](C)N(Cc2nccs2)C[C@H]1C	0.8
O=C(C[C@@H]1C[C@@H]2c3cc(NC(=O)c4cccnc4)ccc3O[C@@H]2[C@@H](CO)O1)NCc1cc(F)ccc1F	1.0
Cc1noc(C)c1NC(=O)Nc1ccc2c(c1)C(=O)N([C@@H](C)CO)C[C@@H](C)[C@H](CN(C)C(=O)Nc1ccc(F)cc1)OCCCC[C@@H](C)O2	0.6
(further entries)
SMILES	TcdB GH inh
COc1ccc(C(=O)N2C[C@@H]3[C@H](c4ccccc42)[C@@H](CO)N3C(=O)c2cccc(F)c2)cc1	-0.4
COc1cccc(NC(=O)N[C@H]2CC[C@H](CC(=O)N3CCCCC3)O[C@H]2CO)c1	0.6
O=C(C[C@H]1CC[C@H]2[C@@H](COC[C@H](O)CN2C(=O)Nc2ccccc2)O1)NCc1ccncn1	-0.8
C[C@@H]1CN([C@@H](C)CO)C(=O)c2cc(NC(=O)c3ccncc3)ccc2O[C@@H](C)CCCCO[C@@H]1CN(C)Cc1ccc(C(F)(F)F)cc1	-1.2
CCNC(=O)C[C@H]1CC[C@@H](NC(=O)C2CCC2)[C@@H](CO)O1	0.3
C[C@@H]1CN([C@H](C)CO)C(=O)c2cc(C#Cc3ccccc3F)cnc2O[C@@H]1CN(C)C(=O)C1CCOCC1	0.9
COCC(=O)N(C)C[C@@H]1Oc2ncc(C#CCC3CCCC3)cc2C(=O)N([C@H](C)CO)C[C@H]1C	-6.3
Cc1noc(C)c1NC(=O)N1C[C@@H](O)COC[C@@H]2O[C@@H](CC(=O)NCC3CCCCC3)CC[C@H]21	0.2
COCC#Cc1ccc(CC[C@H]2O[C@H]3CC[C@H](CO)O[C@H]3C[C@@H]2n2cc(C(C)(C)O)nn2)cc1	0.2
CCCN1[C@H](C(=O)NCCCN(C)C)[C@@H](CO)[C@@H]2Cn3c(ccc(C4=CCCCC4)c3=O)[C@@H]21	1.9
O=C(c1ccccc1F)N1C[C@H]2[C@@H](c3ccccc31)[C@H](CO)N2C(=O)c1ccncc1	-0.5
C[C@@H]1CCCCO[C@@H](CN(C)C(=O)C2CCCCC2)[C@@H](C)CN([C@H](C)CO)C(=O)c2cc(NS(C)(=O)=O)ccc2O1	-1.4
CCCN(C)C[C@@H]1Oc2ncc(-c3cccnc3)cc2C(=O)N([C@H](C)CO)C[C@H]1C	-0.3
COc1ccccc1-c1cnc2c(c1)C(=O)N([C@H](C)CO)C[C@@H](C)[C@H](CN(C)CC1CCOCC1)O2	-0.4
C[C@@H]1CCCCO[C@H](CN(C)S(=O)(=O)c2ccc(F)cc2)[C@@H](C)CN([C@@H](C)CO)C(=O)c2cc(NC(=O)Nc3ccc4c(c3)OCO4)ccc2O1	-0.2
CC(C)C#Cc1cnc2c(c1)C(=O)N([C@H](C)CO)C[C@@H](C)[C@@H](CN(C)Cc1ccccc1F)O2	1.3
C[C@H](CO)N1C[C@H](C)[C@H](CN(C)C(=O)Nc2ccccc2)OCCCC[C@H](C)Oc2ccc(NS(C)(=O)=O)cc2C1=O	0.4
C[C@H]1CN([C@@H](C)CO)C(=O)c2cccc(NC(=O)c3nc4ccccc4s3)c2O[C@@H]1CN(C)S(C)(=O)=O	0.0
C[C@@H]1CN([C@H](C)CO)C(=O)c2cc(NC(=O)Nc3cccc4ccccc34)ccc2O[C@@H](C)CCCCO[C@H]1CN(C)Cc1ccccc1	-9.6
Cc1ccc(S(=O)(=O)N[C@H]2CC[C@H](CCNC(=O)Nc3ccc(Cl)cc3)O[C@H]2CO)cc1	-0.4

Some of the entries above in another layout.
| structure | TcdB GH inh |
| --- | --- |
| CCCN(C)C[C@@H]1Oc2ncc(-c3cccnc3)cc2C(=O)N([C@H](C)CO)C[C@H]1C | -0.3 |
| COc1ccccc1-c1cnc2c(c1)C(=O)N([C@H](C)CO)C[C@@H](C)[C@H](CN(C)CC1CCOCC1)O2 | -0.4 |

(further entries)
SMILES	TcdB GH inh
C[C@H]1CN([C@@H](C)CO)C(=O)c2cccc(NS(=O)(=O)c3cn(C)cn3)c2O[C@H]1CN(C)C(=O)Nc1ccccc1	0.2
Cc1cc(C(=O)Nc2ccc3c(c2)C(=O)N(C)[C@@H]2CC[C@@H](CC(=O)NCC(F)(F)F)O[C@H]2CO3)no1	1.1
O=C(C[C@H]1C[C@@H]2c3cc(NC(=O)c4ccc5c(c4)OCO5)ccc3O[C@@H]2[C@H](CO)O1)NCC(F)(F)F	0.0
C[C@H]1CCCCO[C@H](CN(C)C(=O)CCCN(C)C)[C@@H](C)CN([C@@H](C)CO)C(=O)c2cc(NS(=O)(=O)c3ccc(Cl)cc3)ccc2O1	0.2
COc1ccc(CN2C[C@@H](O)COC[C@@H]3O[C@H](CC(=O)NCc4ccncn4)CC[C@H]32)cc1	-0.6
C[C@H]1CN([C@@H](C)CO)C(=O)c2cc(NC(=O)Cc3cn(C)c4ccccc34)ccc2O[C@@H]1CN(C)S(=O)(=O)c1ccc(F)cc1	-0.9
C[C@@H]1CCCCO[C@H](CN(C)S(=O)(=O)c2cn(C)cn2)[C@H](C)CN([C@@H](C)CO)C(=O)c2cc(NC(=O)Nc3cccc4ccccc34)ccc2O1	0.6
Cc1noc(C)c1S(=O)(=O)Nc1ccc2c(c1)CC(=O)N([C@H](C)CO)C[C@@H](C)[C@H](CN(C)Cc1ccc(Cl)c(Cl)c1)O2	0.5
CO[C@@H]1CN(C)C(=O)c2cc(NC(=O)C3CC3)ccc2OC[C@H](C)N(C(=O)c2ccccc2)C[C@H]1C	0.1

Copied from the listing, 3 compounds:
SMILES	TcdB GH inh
C[C@@H]1CCCCO[C@H](CN(C)S(=O)(=O)c2cn(C)cn2)[C@H](C)CN([C@@H](C)CO)C(=O)c2cc(NC(=O)Nc3cccc4ccccc34)ccc2O1	0.6
Cc1noc(C)c1S(=O)(=O)Nc1ccc2c(c1)CC(=O)N([C@H](C)CO)C[C@@H](C)[C@H](CN(C)Cc1ccc(Cl)c(Cl)c1)O2	0.5
CO[C@@H]1CN(C)C(=O)c2cc(NC(=O)C3CC3)ccc2OC[C@H](C)N(C(=O)c2ccccc2)C[C@H]1C	0.1
